High-throughput results deposited in PubChem BioAssay by National Center for Advancing Translational Sciences (NCATS).
TDP1 cell noCPT – qHTS for Inhibitors of human tyrosyl-DNA phosphodiesterase 1 (TDP1): qHTS in cells in absence of CPT | DT40 Tdp1-/- hTDP1 cells, no CPT, ATP luminescence, 48 h | Potency, µM (top dose mostly 46.2 µM), without a hit: at the highest dose activity change, negative = growth inhibition, actives largely listed as inhibitors | actives 15% (n = 420,000); also: nearly all actives have a fitted effect of over 55% in size
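Cells were dispensed at 400 per well, compounds added by pin tool, plates incubated ≥48 hr at 37 °C, then CellTiter-Glo added for 30 min at room temperature before luminescence reading. Line: DT40 Tdp1-/- complemented with hTDP1; camptothecin omitted.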
TDP1 cell CPT – qHTS for Inhibitors of human tyrosyl-DNA phosphodiesterase 1 (TDP1): qHTS in cells in presence of CPT. actives 12% (n = 420,000). Potency, µM (titrated, usually from 46.2 µM), for inactives: top-dose activity change, negative = growth inhibition, actives largely listed as inhibitors. chicken DT40 Tdp1-/-;hTDP1 cells + 20 nM CPT, ATP luminescence, 48 h; also: nearly all actives have a fitted effect of over 55% in size
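Chicken DT40 Tdp1-/- cells complemented with human TDP1, 400 cells/well, exposed to compounds plus 20 nM camptothecin for at least 48 h at 37 C; viability read as ATP content by CellTiter-Glo luminescence.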
KAT2A inh – qHTS Assay for Inhibitors of GCN5L2; Histone acetyltransferase KAT2A (Homo sapiens), Q92830; GCN5L2 HAT assay, ThioGlo1 CoA-SH fluorescence; Potency, µM (doses to about 58.9 µM), inactives show top-dose activity change, negative = inhibition, usual class: inhibitors; actives 0.21% (n = 390,000)
Target sequence (Q92830 whole entry, looked up): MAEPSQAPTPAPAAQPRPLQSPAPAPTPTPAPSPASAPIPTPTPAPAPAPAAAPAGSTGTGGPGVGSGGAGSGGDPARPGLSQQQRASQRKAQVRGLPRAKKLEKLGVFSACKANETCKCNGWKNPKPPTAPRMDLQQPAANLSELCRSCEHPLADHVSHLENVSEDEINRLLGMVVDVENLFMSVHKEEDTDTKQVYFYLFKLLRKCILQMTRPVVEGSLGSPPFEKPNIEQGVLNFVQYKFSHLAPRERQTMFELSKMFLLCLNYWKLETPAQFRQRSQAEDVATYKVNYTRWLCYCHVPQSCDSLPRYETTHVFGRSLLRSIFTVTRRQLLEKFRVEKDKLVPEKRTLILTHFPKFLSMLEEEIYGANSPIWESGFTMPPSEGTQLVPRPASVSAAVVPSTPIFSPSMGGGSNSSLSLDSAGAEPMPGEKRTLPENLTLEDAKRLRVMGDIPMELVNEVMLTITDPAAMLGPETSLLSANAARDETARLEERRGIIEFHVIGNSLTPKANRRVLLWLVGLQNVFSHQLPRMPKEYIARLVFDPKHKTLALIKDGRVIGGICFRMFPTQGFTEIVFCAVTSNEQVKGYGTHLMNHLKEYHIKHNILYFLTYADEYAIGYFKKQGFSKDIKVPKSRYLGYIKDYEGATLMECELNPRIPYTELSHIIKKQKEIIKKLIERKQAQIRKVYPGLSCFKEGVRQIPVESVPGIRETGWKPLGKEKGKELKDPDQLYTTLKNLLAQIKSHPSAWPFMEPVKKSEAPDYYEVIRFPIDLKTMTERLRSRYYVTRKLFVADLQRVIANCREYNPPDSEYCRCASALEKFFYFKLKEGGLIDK
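Fluorescence readout, Ex340nm/Em540nm: ThioGlo1 (50uM final) reacts with free CoA thiol released as 20nM GCN5L2 acetylates H3(1-25) peptide (75uM) using acetyl-CoA (70uM). Compound and enzyme sat 15 min beforehand; 20 min room-temperature reaction.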
Numbers without * were called inactive; ? = inconclusive; · = not tested or not shown; [ ] = dose if it differs, or a comment. Calls follow the shape of the dose curve; as a rule, active = well fitted curve in the direction sought with a large enough effect; inconclusive = small, poorly fitted or top-dose-only effect, or another doubt; inactive = no such curve, though single readings can be large; an effect the other way counts as inactive or inconclusive. % is scaled to controls: 0 for no effect and ±100 for the full control effect; potency is read from the fitted curve at half-maximal effect.

SMILES | TDP1 cell noCPT | TDP1 cell CPT | KAT2A inh
COc1cc2c(cc1OC)C(c1cccc(C)c1)CC(=O)N2 (stereo not given) | 0% | -15% | 158%[activator]
Cc1ccc(-n2nc(C)c(=O)c(-c3ccccc3)c2NC(=O)c2cccs2)cc1 | 1% | 4% | -23%
Cc1cccc(-n2cc[nH]c2=S)c1C | -16% | -5% | -5%
O=C(COC(=O)CCC(=O)c1ccc(F)cc1)Nc1cccc(S(=O)(=O)N2CCCC2)c1 | -9% | -13% | 0%
COC(=O)c1ccc(CNC(=O)CN(CCC(C)C)S(=O)(=O)c2ccc3c(c2)OCCO3)cc1 | -49% | ? | -3%
COc1cc[n+]([O-])cc1[N+](=O)[O-] | 2.3µM* | ? | ·
FCc1nc2nc(Cl)c(Cl)nc2[nH]1 | ? | -15% | ·
CC(=O)n1cc(C(C[N+](=O)[O-])SCCN)c2ccccc21 (stereo not given) | 5.2µM* | 5.2µM* | 25µM*
Cc1ccc(S(=O)(=O)CC(=O)N2CCOCC2)cc1 | 0% | 2% | -1%
O=C(CCc1ccccc1)N1CCc2c([nH]c3ccccc23)C1c1ccc(Cl)cc1 (stereo not given) | 26µM* | 16µM* | -3%
Cc1ccc(C(=O)Nc2nnc(-c3ccncc3)s2)o1 | -6% | -12% | 0%
CCCC1(C(=O)OCC)NC(c2ccco2)C2C(=O)N(C)C(=O)C21 (stereo not given) | -9% | 2% | -1%
Nc1nc2c(nc(Br)n2[C@@H]2O[C@@H]3COP(=O)(O)O[C@H]3[C@H]2O)c(=O)[nH]1 | 10% | 17% | ·
Cc1cc(C(=O)N/N=C/c2cccn2C)n[nH]1 | 1% | -1% | -19%
Cc1ccccc1NC(=O)c1ccc(-c2ccc(Cl)cc2Cl)o1 | 13µM* | ? | -12%
COc1ccc(CCC(=O)NCc2ccc3c(c2)CCN3C(=O)c2ccc(F)cc2)cc1 | ? | ? | -6%
S=C(Nc1ccc(Cl)cc1)NC1CC2CCCC(C1)N2C1CCCC1 (stereo not given) | ? | ? | -9%
O=C1C(c2ccc(C(F)(F)F)cc2)=C(Nc2ccc(Cl)cc2)c2ccccc21 | 12µM* | 16µM* | -14%
Cc1cc(OC(C)C(=O)N(Cc2ccco2)Cc2ccco2)cc(C)c1Cl (stereo not given) | 9.2µM* | 15µM* | -10%
O=C(Nc1ccccc1)C1CC(=O)n2ncnc2N1 (stereo not given) | -11% | -1% | 3%
CN(C)S(=O)(=O)c1ccc(N2C(=O)CC2(/C=C/c2ccccc2)C(=O)NC2CCCC2)cc1 (stereo not given) | ? | ? | -8%
O=S(=O)(NCCN1CCCC1)c1ccc(C(F)(F)F)cc1 | -18% | 0% | 1%
COc1ccccc1NC(=O)c1cc2ccccc2o1 | -5% | 4% | -7%
Cc1ccc(C(=O)O)cc1-n1c(=O)n(Cc2ccccc2)c(=O)c2[nH]cnc21 | -5% | 0% | -5%
O=C(Nc1sc2c(c1-c1nc3ccccc3[nH]1)CCCC2)C1CC1 | -1% | -6% | -11%
CCN(CC)CCN(C(=O)c1ccc(C(=O)OC)cc1)c1nc2ccc(Cl)cc2s1 | ? | ? | -9%
CCN(CC)CCNC(=O)c1ccc(NC(=O)c2ccc(COc3ccccc3)cc2)cc1 | -5% | 23µM* | -2%
COc1cccc(CNC(=O)COc2cccc(-n3cnnn3)c2)c1 | -13% | -2% | -3%
CC(C)OC(=O)c1cccc(NC(=O)CSc2nnc(N)s2)c1 | -20% | -14% | -8%
CCOC(=O)C1CCN(c2c(NCc3ccc(C(=O)NC4CCCC4)cc3)c(=O)c2=O)CC1 | -9% | -5% | -4%

Among those listed so far, two contain a thiophene ring, fused or not.
SMILES | TDP1 cell noCPT | TDP1 cell CPT | KAT2A inh
Cc1ccc(-n2nc(C)c(=O)c(-c3ccccc3)c2NC(=O)c2cccs2)cc1 | 1% | 4% | -23%
O=C(Nc1sc2c(c1-c1nc3ccccc3[nH]1)CCCC2)C1CC1 | -1% | -6% | -11%

Five compounds from above, reduced to TDP1 cell CPT.
mol | TDP1 cell CPT
Cc1ccccc1NC(=O)c1ccc(-c2ccc(Cl)cc2Cl)o1 | ?
COc1ccc(CCC(=O)NCc2ccc3c(c2)CCN3C(=O)c2ccc(F)cc2)cc1 | ?
S=C(Nc1ccc(Cl)cc1)NC1CC2CCCC(C1)N2C1CCCC1 (stereo not given) | ?
O=C1C(c2ccc(C(F)(F)F)cc2)=C(Nc2ccc(Cl)cc2)c2ccccc21 | 16µM*
Cc1cc(OC(C)C(=O)N(Cc2ccco2)Cc2ccco2)cc(C)c1Cl (stereo not given) | 15µM*

Next section.
SMILES | TDP1 cell noCPT | TDP1 cell CPT | KAT2A inh
CSCCC1NC(=O)N(CC(=O)Nc2ccc(Br)cc2Br)C1=O (stereo not given) | -8% | -21% | -3%
Cc1onc(-c2c(F)cccc2Cl)c1C(=O)Nc1ccc(S(=O)(=O)Nc2ncccn2)cc1 | -5% | 1% | 0%
O=C(CCCc1ccccc1)Nc1nnc(C(F)(F)F)s1 | -21% | 4% | -10%
CCCOc1ccc(N2CC(C(=O)Nc3ccccc3C(=O)NC)CC2=O)cc1 (stereo not given) | -19% | ? | 0%
COc1ccc(C2CC(=O)Oc3cc(OC)c(OC)c(OC)c32)cc1 (stereo not given) | -11% | -15% | -5%
CC(C)(C)S(=O)N1Cc2cc(CO)cc(CCO)c2[C@@H]1CCO (stereo not given in full) | -5% | 1% | ·
Fc1ccccc1NC(=S)N(CCCN1CCOCC1)Cc1cccnc1 | -12% | 0% | -2%
COc1cccc(N2CCN(c3ccc4nnc(CCC(=O)O)n4n3)CC2)c1 | -1% | 4% | -1%
COc1ccc(-c2nc3n(n2)C(c2ccccc2)C2=C(CCCC2=O)N3)cc1OC (stereo not given) | 11% | 9% | -21%
O=[N+]([O-])c1ccccc1OCCCOc1cccc2cccnc12 | ? | ? | -10%
O=C(C1CCCCC1)N1C[C@@H](n2cc(-c3ccc(F)cc3)nn2)[C@H](O)C[C@@H]1c1ccc(Cl)cc1 | 23µM* | 18µM* | ·
CCOc1ccc(S(=O)(=O)NCCN2CCOCC2)c2ccccc12 | -23% | -1% | 14%
Cc1nc2c(-c3ccc(F)cc3)c(C)nn2c(C)c1CCC(=O)N1CCN(c2ccccn2)CC1 | -25% | 1% | -5%
Cc1ccc(-c2nnc3ccccc3c2C(=O)Nc2cccc(Cl)c2)cc1 | -9% | 2% | -1%
CCN1CCN(C(=O)C(C)Nc2cc(Cl)c(OC)cc2OC)CC1 (stereo not given) | -3% | -8% | -7%
Cc1cc(NC(=O)c2cc3ccccc3o2)ccc1NC(=O)c1ccccc1 | ? | -24% | -5%
Cn1nnnc1SCCCNCc1cc(Br)ccc1OCc1ccccc1F | 16µM* | 16µM* | -7%
CCN(C1CCS(=O)(=O)C1)S(=O)(=O)c1ccc2ccccc2c1 (stereo not given) | -18% | -31% | 0%
CC(c1nc2ccccc2n1Cc1ccccc1)n1c(-c2cnccn2)nc2ccccc21 (stereo not given) | 21µM* | 15µM* | ·
Cc1ccsc1C(=O)N1CCCC(C(=O)c2cc(F)ccc2F)C1 (stereo not given) | 23µM* | ? | -8%

Filtered by structure: the compounds so far with a COOH group.
SMILES | TDP1 cell noCPT | TDP1 cell CPT | KAT2A inh
Cc1ccc(C(=O)O)cc1-n1c(=O)n(Cc2ccccc2)c(=O)c2[nH]cnc21 | -5% | 0% | -5%
COc1cccc(N2CCN(c3ccc4nnc(CCC(=O)O)n4n3)CC2)c1 | -1% | 4% | -1%

(list continues)
SMILES | TDP1 cell noCPT | TDP1 cell CPT | KAT2A inh
COc1ccccc1C(=O)NCCc1nc2ccccc2[nH]1 | -25% | -4% | -14%
COc1ccc2c(c1)CCc1c(C(=O)Nc3ccc(OC)cc3OC)noc1-2 | -14% | -1% | -2%
Cc1cccc(-c2nc3c4ccccc4n(Cc4cccc(Cl)c4)c(=O)n3n2)c1 | 10µM* | 21µM* | -7%
CCOC(=O)C1=CC[C@H]2c3c(c4ccc(OC)cc4n3C)C(=O)C1N2S(=O)(=O)c1ccc(C)cc1 | 4.6µM* | 5.8µM* | ?
Cc1cc(C)cc(SCc2noc(C(=O)NCC3CCCO3)c2C(=O)O)c1 (stereo not given) | 7% | 43%[activator] | -2%
COc1ccc(CCNCC(O)COc2c(C)cccc2C)cc1OC (stereo not given) | ? | -28% | -9%
O=C(NCCc1ccccc1Cl)C1CC(=O)N(C2CCCCC2)C1 (stereo not given) | -13% | 9% | -1%
COc1cc(NC(=O)Nc2ccc3c(c2)OCO3)cc(OC)c1OC | 6% | 3% | -4%
COc1ccc(C2C(C(=O)c3cccs3)=C(O)C(=O)N2c2nnc(C)s2)cc1OC (stereo not given) | 3% | -2% | 1%
COc1ccc(Cl)cc1NC(=O)COC(=O)CNC(=O)C1CCCCC1 | 5% | -18% | -6%
COc1ccc(N2C(=O)CC(N3CCN(c4ccccc4)CC3)C2=O)cc1 (stereo not given) | 19% | -7% | -3%
O=C(COC(=O)c1cncc(Br)c1)NCc1ccccc1 | 6% | 8% | -13%
Cc1cc(C)n(C(C)CC(=O)Nc2ccc3c(c2)OCO3)n1 (stereo not given) | ? | -7% | -6%
N#C/C(=C\c1ccc(Cl)cc1Cl)c1nc(-c2cccc(Cl)c2)cs1 | 15% | -8% | 1%
CC[n+]1c(/C=C/N(C)c2ccccc2)n(-c2ccccc2)c2ccc(-c3nc4ccccc4s3)cc21 | 0.73µM* | 0.82µM* | ?
CC(C)c1ccccc1N=C1SCCN1C1CCS(=O)(=O)C1 (stereo not given) | ? | -24% | -5%
O=C(NC(=S)Nc1ccccc1N1CCOCC1)c1ccccc1F | ? | ? | -20%
Nc1nc(SCC(=O)Nc2cccc(S(=O)(=O)N3CCCCCC3)c2)n[nH]1 | -10% | -24% | -6%
CCOc1ccc2c(c1)C(NC(C)=O)C(=O)N2CCN1CCOCC1 (stereo not given) | 15µM* | ? | 10%
O=[N+]([O-])c1cc(S(=O)(=O)Nc2ccccc2)ccc1NCc1ccccc1 | -2% | -23% | -8%

Pulled one by one from the list above:
SMILES | TDP1 cell noCPT | TDP1 cell CPT | KAT2A inh
CC[n+]1c(/C=C/N(C)c2ccccc2)n(-c2ccccc2)c2ccc(-c3nc4ccccc4s3)cc21 | 0.73µM* | 0.82µM* | ?
Cc1cc(C)n(C(C)CC(=O)Nc2ccc3c(c2)OCO3)n1 (stereo not given) | ? | -7% | -6%
O=C(NC(=S)Nc1ccccc1N1CCOCC1)c1ccccc1F | ? | ? | -20%
O=[N+]([O-])c1cc(S(=O)(=O)Nc2ccccc2)ccc1NCc1ccccc1 | -2% | -23% | -8%
N#C/C(=C\c1ccc(Cl)cc1Cl)c1nc(-c2cccc(Cl)c2)cs1 | 15% | -8% | 1%

The list goes on.
SMILES | TDP1 cell noCPT | TDP1 cell CPT | KAT2A inh
OCCN(Cc1ccccn1)Cc1ccccn1 | ? | ? | ·
Cc1c(C(=O)Nc2cnccn2)oc2ccccc12 | ? | 12µM* | -9%
CC(C)Cn1c(CCCNC(=O)c2ccco2)nc2ccccc21 | ? | -65% | -8%
CCOC(=O)C1=CCN(S(=O)(=O)c2ccc(C)cc2)C1c1ccccc1F (stereo not given) | ? | ? | ·
O=C(CC(c1ccccc1)c1ccccc1)NCCO | -2% | -17% | -8%
C=CCOc1ccccc1/C=N/n1nnnc1N | 7% | 15% | -6%
O=C(Nc1ccc(-c2noc(COc3ccccc3Cl)n2)cc1)c1ccco1 | ? | ? | -5%
C/C(CC(=O)Nc1cc(Cl)ccc1Cl)=N\NC(=O)c1ccccc1Br | -10% | -7% | -14%
O=C(CCCCn1c(=O)c2ccccc2n(Cc2ccc(Cl)cc2)c1=O)NCc1ccccc1Cl | 16µM* | 15µM* | -4%
CC(=O)Nc1ccc(-c2ccnc3c2CC(C)(C(=O)Nc2ccc(Cl)cc2)O3)cc1 (stereo not given) | -24% | ? | ·
COc1ccc(C(=O)Nc2c3c(nn2-c2ccc([N+](=O)[O-])cc2)CS(=O)(=O)C3)cc1 | 15% | 6% | -8%
O=C(CSc1ccc2c(c1)OCCO2)Nc1cccc(S(=O)(=O)N2CCCCC2)c1 | 9% | 13% | -9%
Cn1cccc1C(=O)N1CCC2(CC1)CCN(c1ncccn1)CC2 | ? | ? | 3%
O=C1CCCC2=C1C(c1cccs1)n1nc(SCc3ccccc3)nc1N2 (stereo not given) | 15µM* | ? | -21%
